# MT stabilize HCS: stabilizes microtubules in HeLa cells; HeLa tubulin immunostaining HCS, 24 h; share of cells brighter than vehicle mean+2SD; % tubulin-high responders, % at 10 µM; 200,000 compounds, 0.83% hits;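 active = plate Z-score above 3 for both tubulin-high and condensed-nucleus cell shares, with cell loss under 80%, at 10 µM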;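 also: anti alpha tubulin signal scored within the nucleus-defined area of each cell; some results filed as inactive read as strong as hits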
# b-catenin transl: modulators of beta-catenin nuclear translocation | HeLa beta-catenin nuclear translocation, immunofluorescence imaging | nuclear translocation activity, % at 5 µM | 190,000 compounds, 0.3% hits | AID 1665;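 active = nuclear translocation activity above 50% at 5 µM, with a well cell count of 50 or more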;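 also: per-cell ratio of nuclear to cytoplasmic median beta-catenin stain intensity; plate controls were DMSO negative control for no effect and GSK-3 inhibitor IX positive control for full effect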
#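 System: Human HeLa cells, endogenous beta-catenin | Compound dosing: 5 µM primary, 0.02–20 µM confirmation | Timing: 24 h compound exposure at 37°C, 5% CO2 | Measured by: Fluorescence imaging of beta-catenin antibody stain plus DAPI | Read-out basis: % activation of per-cell nuclear versus cytoplasmic median beta-catenin signal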
# Lipid droplet: modulators of hepatic lipid droplet formation; 240,000 compounds, 0.4% hits; inhibition, % at 6.5 µM; AML12 mouse hepatocytes, oleate lipid droplets, BODIPY imaging;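 active = lipid droplet intensity inhibited by at least 50%, with more than 500 cells counted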
#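 Assay system: AML12 mouse liver cells | Compound: 6.5 µM single-point dosing | Schedule: Overnight exposure | Technique: Fluorescence imaging, 20x objective, two fields per well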
# Dynein cargo inh: blocks dynein driven cargo transport along microtubules; AID 1381; z-score, hits read low; 220,000 compounds, 0.47% hits; 3617.4 mouse cells, GR-EGFP nuclear translocation imaging; test concentration mostly 20 µM; stimulated with dexamethasone, 1 µM; stronger effect = lower value;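 active = plate z-score of nuclear minus cytoplasmic receptor signal below a set negative limit, without overly bright fluorescence or cell loss, cut at about -3.5 in these data, passing the limit was not always enough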;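 also: z-score of nuclear minus cytoplasmic ring GR-EGFP intensity difference per well; some compounds called inactive have numbers as strong as hits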
#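 Medium: Induction medium lacking tetracycline, stripped serum | Probe or stimulus: 1.0 µM final dexamethasone stimulus | Schedule: 48 h induction, then 1 h compound, then 30 min agonist, 37 °C | Signal: Automated 10x imaging of fixed Hoechst-stained cells | Evaluation: Per-cell GR-EGFP intensity, nucleus versus surrounding cytoplasmic ring, well-averaged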
# Autophagy HCS: modulators of autophagy; AID 463193; MEF GFP-LC3 puncta imaging; test concentration mostly 10 µM; calls only at 10 µM (by protocol); 190,000 compounds, 0.98% hits;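 active = percentage of spot-positive cells more than 3 SD above its plate mean, without a fluorescence outlier flag or 80% toxicity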;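 also: spot-positive cell cutoff set from DMSO-treated cells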
# Yfh1-depleted yeast: enhancers of respiration in Yfh1-depleted yeast, dose response, Friedreich's ataxia, plus single-dose screen (AID 1465) | S. cerevisiae Yfh1-off respiration, WST-1 reduction, 72 h; higher fold induction means a stronger effect | fold induction at 50 µM, or EC50 in µM where a hit was titrated | 220,000 compounds, 0.074% hits;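 active = fold induction of absorbance versus untreated yeast above a set limit, then at least 30% activation at any dose in follow-up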;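 also: activators that raise dye reduction in frataxin-depleted yeast; strong numbers were not always called active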
# Insulin prom up: MIN6 insulin promoter up-regulation; MIN6 insulin promoter-GFP reporter, high-content imaging; stronger effect = higher value; z-score at 5 µM; 190,000 compounds, 0.3% hits;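 active = z-score above 3 at 5 µM with at least 500 cells counted in the well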
# HEK293 NOD2/NF-kB: inhibition of NOD2-driven NF-kB reporter – cell-based, luminescence, uHTS, HEK293 (AID 1566) | HEK293 NOD2/NF-kB luciferase reporter, luminescence; higher % means a stronger effect | inhibition, % at 4 µM; hits with a dose series show EC50 in µM | 290,000 compounds, 0.63% hits; in the data active = inhibition above about 50%; also: many of its hits are not listed in these tables
# WT yeast gro inh: growth inhibition of WT yeast, mitochondrial fusion screen; AID 1362; inhibition, % at 10 µM; 190,000 compounds, 2.1% hits; mitochondrial fusion phenotypic screen, WT strain; in the data active = inhibition above about 58%; tested in S. cerevisiae
# WT yeast gro inh mutant strain: recorded beside WT yeast gro inh, whose call it bears; inhibition, %; mitochondrial fusion phenotypic screen, mutant strain inhibition
# Dynein cargo inh cytoplasmic EGFP: second read-out of Dynein cargo inh, no call of its own (marks repeat the call); z-score; measured here: cytoplasmic GR-EGFP intensity; stronger effect = higher value
# Dynein cargo inh nuclear GR-EGFP: second read-out of Dynein cargo inh, no call of its own (marks repeat the call); z-score; measured here: nuclear GR-EGFP intensity;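 lower value marks the stronger effect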
# Dynein cargo inh cell count: recorded beside Dynein cargo inh, whose call it bears; z-score; measured here: cell count per field
# Insulin prom up cell count: further read-out of Insulin prom up, marked with its call; cell count; measured here: cytotoxicity, nuclei count;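 total cells summed across four imaged fields per well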
# Lipid droplet cells 6.5 µM: second read-out of Lipid droplet, no call of its own (marks repeat the call); cell count; measured here: cell count, cytotoxicity flag;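 cells counted across two imaged fields per well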
# b-catenin transl cell count 5 µM: further read-out of b-catenin transl, marked with its call; cell count; measured here: cell count, cytotoxicity flag
# MT stabilize HCS Hoechst-high %: recorded beside MT stabilize HCS, whose call it bears; % Hoechst-high responders; measured here: nuclear condensation Hoechst responders;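 share of cells brighter than vehicle mean plus two SD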
# MT stabilize HCS cytotoxicity %: second read-out of MT stabilize HCS, no call of its own (marks repeat the call); toxicity, %; measured here: cytotoxicity by cell density;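 0% = mean cell density of plate MIN control wells and 100% = no cells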
# Autophagy HCS cell loss 18 h: recorded beside Autophagy HCS, whose call it bears; toxicity, %; measured here: cell loss, nuclei count;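 cell loss after 18 h compound exposure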
# Numbers without * were called inactive; i = inactive; · = not tested or not shown. Not all compounds are listed, so the mix of outcomes need not match the whole.
SMILES,MT stabilize HCS,MT stabilize HCS Hoechst-high %,MT stabilize HCS cytotoxicity %,b-catenin transl,b-catenin transl cell count 5 µM,Lipid droplet,Lipid droplet cells 6.5 µM,Dynein cargo inh,Dynein cargo inh cytoplasmic EGFP,Dynein cargo inh nuclear GR-EGFP,Dynein cargo inh cell count,Autophagy HCS,Autophagy HCS cell loss 18 h,Yfh1-depleted yeast,Insulin prom up,Insulin prom up cell count,HEK293 NOD2/NF-kB,WT yeast gro inh,WT yeast gro inh mutant strain
O=C(NC1=NCCS1)c1cccc(NC(=O)c2ccco2)c1,2.8,3.6,9.5,-1.2,1045,-3,548,0.67,-0.28,0.64,0.78,i,1,i,0.34,1213,-8%,-9,-12
CCN(CC)C(=O)C1=C(C)NC(=O)NC1c1ccccc1F (stereo not drawn),2.7,1.9,3.0,·,·,7,773,-0.67,-0.24,-0.34,0.53,i,-6,i,0.87,1400,0%,3,17
CC(Sc1sc(=S)sc1SC(C)C(=O)O)C(=O)O (stereo not drawn),4.3,3.9,5.1,-0.2,1402,·,·,-1,-0.35,-0.28,0.23,i,10,i,-0.91,1653,8%,-4,9
Cc1nc2cc(C(F)(F)F)ccc2n1C1CCN(CC(=O)N2CCOCC2)CC1,1.9,1.4,5.6,-0.1,1184,·,·,-0.043,-0.2,-0.21,0.44,i,-3,i,0.53,1216,11%,3,-11
O=C(c1cccc(N2CCCC2=O)c1)N1CCN(c2ccccc2)CC1,2.5,1.0,6.9,-1.4,1192,-2,788,-1.3,-0.25,-0.36,1.1,i,-3,i,0.16,1181,2%,0,1
CCN(CC)CCN(CC(=O)N(C1CCCCC1)C1CCCCC1)C(=O)c1cccnc1,1.6,2.2,13,0.4,956,-9,751,-0.068,-0.18,-0.12,0.26,i,-6,i,-0.27,1473,0%,-21,24
Cc1ccc(CNC(=O)CN2C(=O)C3(OCCCO3)c3ccccc32)cc1,2.6,2.1,7.6,-0.6,1402,·,·,-0.092,-0.21,0.12,0.23,i,-4,i,0.29,1324,1%,-8,-4
N#Cc1cc2sc3nc4ccccc4n3c2cc1C#N,3.0,1.4,1.5,1.3,1162,23,820,-0.79,-0.25,-0.35,0.035,i,0,i,-0.01,1247,2%,4,-12
CCC(C)(C)NC(=O)C(c1ccccc1F)N(Cc1ccco1)C(=O)Cn1nnc2ccccc21 (stereo not drawn),1.9,1.4,6.0,-3.6,967,·,·,-0.66,-0.2,-0.17,0.81,i,78,i,-0.33,1528,4%,-19,-3
CC(C)(C)CC(=O)NC(=S)N1CCCCCC1,1.4,2.1,6.4,0.2,1390,·,·,-0.15,-0.2,-0.17,0.2,i,-3,i,0.85,1612,14%,5,-2

# Three compounds out of the list, arranged by length of the SMILES, descending.
SMILES,MT stabilize HCS,MT stabilize HCS Hoechst-high %,MT stabilize HCS cytotoxicity %,b-catenin transl,b-catenin transl cell count 5 µM,Lipid droplet,Lipid droplet cells 6.5 µM,Dynein cargo inh,Dynein cargo inh cytoplasmic EGFP,Dynein cargo inh nuclear GR-EGFP,Dynein cargo inh cell count,Autophagy HCS,Autophagy HCS cell loss 18 h,Yfh1-depleted yeast,Insulin prom up,Insulin prom up cell count,HEK293 NOD2/NF-kB,WT yeast gro inh,WT yeast gro inh mutant strain
CCN(CC)CCN(CC(=O)N(C1CCCCC1)C1CCCCC1)C(=O)c1cccnc1,1.6,2.2,13,0.4,956,-9,751,-0.068,-0.18,-0.12,0.26,i,-6,i,-0.27,1473,0%,-21,24
Cc1ccc(CNC(=O)CN2C(=O)C3(OCCCO3)c3ccccc32)cc1,2.6,2.1,7.6,-0.6,1402,·,·,-0.092,-0.21,0.12,0.23,i,-4,i,0.29,1324,1%,-8,-4
CC(Sc1sc(=S)sc1SC(C)C(=O)O)C(=O)O (stereo not drawn),4.3,3.9,5.1,-0.2,1402,·,·,-1,-0.35,-0.28,0.23,i,10,i,-0.91,1653,8%,-4,9

# Going on with the list.
SMILES,MT stabilize HCS,MT stabilize HCS Hoechst-high %,MT stabilize HCS cytotoxicity %,b-catenin transl,b-catenin transl cell count 5 µM,Lipid droplet,Lipid droplet cells 6.5 µM,Dynein cargo inh,Dynein cargo inh cytoplasmic EGFP,Dynein cargo inh nuclear GR-EGFP,Dynein cargo inh cell count,Autophagy HCS,Autophagy HCS cell loss 18 h,Yfh1-depleted yeast,Insulin prom up,Insulin prom up cell count,HEK293 NOD2/NF-kB,WT yeast gro inh,WT yeast gro inh mutant strain
O=C(COC(=O)c1ccc(F)cc1F)Nc1ncccn1,·,·,·,-2.3,1243,-4,687,-0.19,-0.24,-0.19,0.51,·,·,i,0.08,1485,2%,·,·
Cn1nc(C(=O)Nc2ccc(S(=O)(=O)N3CCCC3)cc2)ccc1=O,3.3,1.9,7.7,-7.8,1188,7,778,0.49,-0.27,0.41,0.32,i,-41,i,·,·,18%,1,0
O=C(O)C1C2CCC(O2)C1C(=O)NCc1ccccc1Br (stereo not drawn),0.7,2.0,11,-2.3,1121,-1,709,-0.7,-0.16,-0.31,0.79,i,10,i,0.93,1563,12%,-7,0
CCCCn1nc2cc(C(=O)NCCc3cccs3)ccc2c1OCC,2.0,1.3,8.2,2.4,1123,-7,597,0.089,-0.11,0.6,0.16,i,-27,i,-0.42,1767,-1%,2,18
CCC(CC)C(=O)Nc1c2c(nn1-c1ccc(OC)cc1)CS(=O)(=O)C2,4.9,4.3,4.3,-0.1,1380,·,·,-1.8,1.5,-0.67,0.72,i,12,i,1,1336,14%,6,9
O=C(Nc1ccc(Cl)cc1)OCc1cc(-c2ccccc2Cl)on1,1.6,1.5,6.4,0.8,1281,·,·,1,-0.17,1.3,-1.3,i,-25,·,-0.14,1614,18%,14,-12
COc1cccc(/C=C2\N=C(c3c(-c4ccccc4)noc3C)OC2=O)c1,3.5,1.6,5.7,0.6,1108,3,688,-2.1,-0.093,-0.19,0.38,i,-20,i,-0.14,1792,2%,-4,1
O=C(Nc1ccccc1Br)C(=O)N1CCCC1,2.4,2.7,11,-0.2,920,11,628,1.6,-0.18,1.1,-1.3,i,0,i,·,·,-1%,-4,-30
CCC(C)NC(=S)NNC(=O)c1ccncc1 (stereo not drawn),2.3,2.2,3.9,-1.9,1123,0,708,-0.14,-0.35,-0.43,-0.13,i,1,i,0.17,1081,5%,-13,20
O=C1CCCN1CCC1CCN(C2CC(=O)N(c3ccc(Cl)cc3)C2=O)CC1 (stereo not drawn),3.0,2.5,4.8,-4.9,1239,0,759,-1,-0.14,-0.79,-0.56,i,-14,i,0.71,1263,0%,9,11
CCOc1ccc2nc(NC(=O)C(NS(=O)(=O)c3cccc4nsnc34)C(C)C)sc2c1 (stereo not drawn),4.3,2.3,13,-0.5,1173,·,·,-0.62,-0.34,-0.37,1.1,i,9,i,-0.26,956,-2%,3,7
COC(=O)C(CCCN1C(=O)c2ccccc2C1=O)(NC(C)=O)c1nnn(C)n1 (stereo not drawn),1.7,2.2,5.3,-2.3,1014,-2,739,0.91,-0.1,0.48,-0.48,i,-7,i,·,·,6%,-2,-11
Cc1cccc(CCNS(=O)(=O)c2ccc(S(=O)(=O)NC3CCCC3)cc2)c1,1.4,1.3,6.0,3.3,1201,39,707,-0.11,0.025,0.43,-0.52,i,31,i,-0.9,985,1%,23,-4
COC(C(=O)Nc1cccc(F)c1)c1ccccc1 (stereo not drawn),1.7,1.1,7.7,0.1,1139,·,·,0.83,-0.17,1,-0.92,i,5,i,-0.12,994,-8%,15,18
O=C(COc1ccc2c(c1)CCC2)NCc1ccc(Cl)cc1,2.3,2.7,1.6,-4.1,571,22,737,0.93,-0.21,0.83,-1.1,i,-3,i,0.27,1409,4%,18,-2

# Grouped by structure: the compounds so far with fluorine (5)
SMILES,MT stabilize HCS,MT stabilize HCS Hoechst-high %,MT stabilize HCS cytotoxicity %,b-catenin transl,b-catenin transl cell count 5 µM,Lipid droplet,Lipid droplet cells 6.5 µM,Dynein cargo inh,Dynein cargo inh cytoplasmic EGFP,Dynein cargo inh nuclear GR-EGFP,Dynein cargo inh cell count,Autophagy HCS,Autophagy HCS cell loss 18 h,Yfh1-depleted yeast,Insulin prom up,Insulin prom up cell count,HEK293 NOD2/NF-kB,WT yeast gro inh,WT yeast gro inh mutant strain
CCN(CC)C(=O)C1=C(C)NC(=O)NC1c1ccccc1F (stereo not drawn),2.7,1.9,3.0,·,·,7,773,-0.67,-0.24,-0.34,0.53,i,-6,i,0.87,1400,0%,3,17
Cc1nc2cc(C(F)(F)F)ccc2n1C1CCN(CC(=O)N2CCOCC2)CC1,1.9,1.4,5.6,-0.1,1184,·,·,-0.043,-0.2,-0.21,0.44,i,-3,i,0.53,1216,11%,3,-11
CCC(C)(C)NC(=O)C(c1ccccc1F)N(Cc1ccco1)C(=O)Cn1nnc2ccccc21 (stereo not drawn),1.9,1.4,6.0,-3.6,967,·,·,-0.66,-0.2,-0.17,0.81,i,78,i,-0.33,1528,4%,-19,-3
O=C(COC(=O)c1ccc(F)cc1F)Nc1ncccn1,·,·,·,-2.3,1243,-4,687,-0.19,-0.24,-0.19,0.51,·,·,i,0.08,1485,2%,·,·
COC(C(=O)Nc1cccc(F)c1)c1ccccc1 (stereo not drawn),1.7,1.1,7.7,0.1,1139,·,·,0.83,-0.17,1,-0.92,i,5,i,-0.12,994,-8%,15,18
